# Assay outcomes deposited in PubChem BioAssay by several laboratories.
# Dynein transport – dynein cargo transport inhibition; 3617.4 mouse cells, GR-EGFP nuclear translocation imaging; test concentration mostly 20 µM; stimulated with dexamethasone, 1 µM; stronger effect = lower value; z-score, hits read low; 0.47% of 220,000 active;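 active means plate z-score of nuclear minus cytoplasmic receptor signal below a set negative limit, without overly bright fluorescence or cell loss, cut at about -3.5 in these data, passing the limit was not always enough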;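 further: z-score of nuclear minus cytoplasmic ring GR-EGFP intensity difference per well; some compounds called inactive have numbers as strong as hits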
#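 Also added – dexamethasone, 1.0 µM final · Buffer or medium – tet-free, stripped-serum medium · Schedule – induction 48 h, compound 1 h, agonist 30 min · Detection – formaldehyde fixation, Hoechst nuclear stain, 10x automated fluorescence imaging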
# Autophagy mod – modulators of autophagy; calls only at 10 µM (by protocol); 0.98% of 190,000 active; MEF GFP-LC3 puncta imaging; test concentration mostly 10 µM;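 active means percentage of spot-positive cells more than 3 SD above its plate mean, without a fluorescence outlier flag or 80% toxicity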;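 further: spot-positive cell cutoff set from DMSO-treated cells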
# Yfh1-off respiration – enhancers of respiration in Yfh1-depleted yeast, dose response, Friedreich's ataxia, plus single-dose screen (AID 1465) | S. cerevisiae Yfh1-off respiration, WST-1 reduction, 72 h; higher fold induction means a stronger effect | fold induction at 50 µM; hits with a dose series show EC50 in µM | 0.074% of 220,000 active;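 active means fold induction of absorbance versus untreated yeast above a set limit, then at least 30% activation at any dose in follow-up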;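 further: activators that raise dye reduction in frataxin-depleted yeast; strong numbers were not always called active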
# MT stabilize HCS – microtubule stabilizers in HeLa cells; 0.83% of 200,000 active; % tubulin-high responders, % at 10 µM; HeLa tubulin immunostaining HCS, 24 h; share of cells brighter than vehicle mean+2SD;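 active means plate Z-score above 3 for both tubulin-high and condensed-nucleus cell shares, with cell loss under 80%, at 10 µM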;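 further: anti alpha tubulin signal scored within the nucleus-defined area of each cell; some results filed as inactive read as strong as hits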
# b-catenin transl – beta-catenin nuclear translocation modulation; HeLa beta-catenin nuclear translocation, immunofluorescence imaging; nuclear translocation activity, % at 5 µM; AID 1665; 0.3% of 190,000 active;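 active means nuclear translocation activity above 50% at 5 µM, with a well cell count of 50 or more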;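 further: per-cell ratio of nuclear to cytoplasmic median beta-catenin stain intensity; plate controls were DMSO negative control for no effect and GSK-3 inhibitor IX positive control for full effect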
#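 Technique: fluorescence imaging of beta-catenin antibody stain plus DAPI / Material: human HeLa cell line / Incubation: compound treatment 24 h, 37°C, 5% CO2 / Read-out basis: % activation of per-cell nuclear versus cytoplasmic median beta-catenin signal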
# Ins promoter up – MIN6 insulin promoter up-regulation. MIN6 insulin promoter-GFP reporter, high-content imaging; stronger effect = higher value. z-score at 5 µM. 0.3% of 190,000 active. AID 1625;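 active means z-score above 3 at 5 µM with at least 500 cells counted in the well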
# Hep lipid drop – hepatic lipid droplet formation modulation; AML12 mouse hepatocytes, oleate lipid droplets, BODIPY imaging; inhibition, % at 6.5 µM; 0.4% of 240,000 active; AID 1656;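 active means lipid droplet intensity inhibited by at least 50%, with more than 500 cells counted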
#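 Technique: fluorescence imaging, 20x objective, two fields per well / Assay system: AML12 hepatocytes (mouse) / Measure: % inhibition of lipid droplet signal / Doses: 6.5 µM single-point dosing / Incubation: overnight exposure / Reagent: 100 µM oleic acid challenge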
# HEK293 NOD2/NF-kB – NOD2 signaling inhibitors, cell-based, luminescence, uHTS, HEK293 (AID 1566); HEK293 NOD2/NF-kB luciferase reporter, luminescence; higher % means a stronger effect; inhibition, % at 4 µM, or EC50 in µM where a hit was titrated; 0.63% of 290,000 active; in the data active means inhibition above about 50%; further: many of its hits are not listed in these tables
# WT yeast gro inh – growth inhibition of WT yeast, mitochondrial fusion screen. mitochondrial fusion phenotypic screen, WT strain. inhibition, % at 10 µM. 2.1% of 190,000 active. AID 1362; in the data active means inhibition above about 58%; tested in S. cerevisiae
# WT yeast gro inh mutant strain – further read-out of WT yeast gro inh, marked with its call; inhibition, %; mitochondrial fusion phenotypic screen, mutant strain inhibition
# Dynein transport cytoplasmic EGFP – also measured in Dynein transport; calls as there; z-score; measured here: cytoplasmic GR-EGFP intensity; stronger effect = higher value
# Dynein transport nuclear GR-EGFP – also measured in Dynein transport; calls as there; z-score; measured here: nuclear GR-EGFP intensity;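 lower value marks the stronger effect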
# Dynein transport cell count – further read-out of Dynein transport, marked with its call; z-score; measured here: cell count per field
# Ins promoter up cell count – second read-out of Ins promoter up, no call of its own (marks repeat the call); cell count; measured here: cytotoxicity, nuclei count;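 total cells summed across four imaged fields per well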
# Hep lipid drop cells 6.5 µM – recorded beside Hep lipid drop, whose call it bears; cell count; measured here: cell count, cytotoxicity flag;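 cells counted across two imaged fields per well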
# b-catenin transl cell count 5 µM – recorded beside b-catenin transl, whose call it bears; cell count; measured here: cell count, cytotoxicity flag
# MT stabilize HCS Hoechst-high % – second read-out of MT stabilize HCS, no call of its own (marks repeat the call); % Hoechst-high responders; measured here: nuclear condensation Hoechst responders;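 share of cells brighter than vehicle mean plus two SD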
# MT stabilize HCS cytotoxicity % – recorded beside MT stabilize HCS, whose call it bears; toxicity, %; measured here: cytotoxicity by cell density;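 0% = mean cell density of plate MIN control wells and 100% = no cells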
# Autophagy mod cell loss 18 h – second read-out of Autophagy mod, no call of its own (marks repeat the call); toxicity, %; measured here: cell loss, nuclei count;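 cell loss after 18 h compound exposure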
# * hit, by the source's call; i = inactive; x = not tested or not shown. An excerpt, so the mix of outcomes need not match the whole.
item	SMILES	Dynein transport	Dynein transport cytoplasmic EGFP	Dynein transport nuclear GR-EGFP	Dynein transport cell count	Autophagy mod	Autophagy mod cell loss 18 h	Yfh1-off respiration	MT stabilize HCS	MT stabilize HCS Hoechst-high %	MT stabilize HCS cytotoxicity %	b-catenin transl	b-catenin transl cell count 5 µM	Ins promoter up	Ins promoter up cell count	Hep lipid drop	Hep lipid drop cells 6.5 µM	HEK293 NOD2/NF-kB	WT yeast gro inh	WT yeast gro inh mutant strain
1	O=C(NC(=S)Nc1ccc2ncccc2c1)c1ccccc1	0.21	-0.3	0.57	-0.66	i	5	i	5.0	3.0	3.9	-0.4	1045	0.26	1135	-2	670	-26%	-2	17
2	O=C1c2ccsc2SCCN1Cc1cccc(Cl)c1	2.1	0.15	0.99	-0.89	i	8	i	2.4	1.5	15	x	x	0.37	901	x	x	-12%	28	32
3	Cc1ccc(-n2c(Cc3cccs3)nnc2SCC(=O)OC(C)C)cc1	3.5	0.061	2.6	-2.9	i	3	i	4.9	4.1	6.5	-1.7	743	3*	993*	x	x	11%	22	17
4	O=C1NC(c2ccc(-c3ccccc3[N+](=O)[O-])o2)C(C(=O)c2ccc(Cl)cc2)C(O)(C(F)(F)F)N1 (stereo not drawn)	-0.15	-0.23	-0.0022	0.4	i	11	i	3.9	1.4	7.1	-1.1	1099	-0.36	1434	32	637	1%	2	-18
5	O=c1ccc(NS(=O)(=O)c2ccccc2Cl)cn1Cc1ccc(Cl)c(Cl)c1	-0.93	-0.16	-0.066	0.39	i	-11	i	2.5	2.8	9.9	-0.7	1112	-0.23	1187	9	676	12%	7	18
6	COc1cccc(-c2nc(CS(=O)(=O)CC(=O)N3CCN(C4CCCCC4)CC3)c(C)o2)c1	-1.1	-0.23	-0.26	0.73	i	-10	i	5.8	2.4	13	-2.3	1156	0.42	1894	-2	498	2%	13	1
7	CCOc1ccc(Nc2c3ccccc3nc3ccccc23)cc1	-0.88	-0.086	-0.36	0.4	x	x	i	x	x	x	-0.5	841	-1.6	712	-82	429	-41%	x	x
8	CCOC(=O)CN(Cc1sccc1C)C(=O)Nc1cccc(OC)c1	0.56	-0.2	0.56	-0.89	i	-4	i	2.6	1.3	0.4	-3.6	580	0.04	1546	24	635	5%	2	-7
9	CCCc1[nH]nc2c1C(c1ccc(OC)c(Cn3nnc4ccccc43)c1)C(C#N)=C(N)O2 (stereo not drawn)	0.83	-0.16	1.3	-1.3	i	-3	i	2.3	2.6	8.8	-6.0	1187	-0.36	1290	4	718	18%	4	13
10	Cc1c(O)ccc(C(=O)CN2C(=O)c3ccccc3C2=O)c1O	1.1	-0.26	0.54	0.48	i	4	i	3.5	2.2	4.4	x	x	-0.2	1351	-3	648	-3%	-25	-10
11	O=C(COc1ccccc1)NCCSCc1ccccc1Cl	2	-0.15	1.7	-1.9	i	-12	i	1.4	1.0	4.4	0.5	1020	x	x	-7	699	-79%	12	8
12	CCCCCCn1nc(C(=O)Nc2nc3c(s2)CCCC3)c2ccccc2c1=O	0.52	-0.14	0.23	-0.51	i	-3	i	4.6	1.1	6.0	5.9	910	-0.31	1367	-9	621	18%	36	27
13	COCc1ccc2oc(C(=O)O)cc2c1	-0.1	-0.37	0.38	0.56	i	1	i	5.6	1.5	0.9	-3.7	879	-0.13	1573	x	x	-15%	9	33
14	CC(NCc1cccs1)C(=O)NC1CCCCC1 (stereo not drawn)	-0.51	-0.094	-0.61	0.7	i	4	i	3.2	3.1	8.1	1.6	1011	0.34	1287	-15	677	13%	-7	-8
15	Cc1cccc(NC(=O)C2CCCC2)c1	0.87	0.3	0.53	0.53	i	-4	i	4.6	1.8	5.9	x	x	x	x	-6	715	12%	-14	5
16	C=CCC(CC=C)(NC(=O)c1ccccc1C)c1ccccc1	0.19	0.023	0.46	-0.35	i	19	i	3.1	1.5	4.9	x	x	x	x	x	x	-15%	-5	4
17	Oc1ccc(Nc2nc(-c3ccc(O)cc3)cs2)cc1	1.3	-0.28	0.79	-0.79	i	14	i	1.0	0.5	4.7	x	x	-1.8	976	-21	529	-7%	-6	11
18	Cc1ccc(NC(=O)Cc2ccccc2)c(C)c1	-0.53	-0.3	0.017	0.34	i	8	i	8.0	2.6	8.7	0.1	1559	0.02	1345	4	596	-15%	-14	10
19	CC(=O)N1CCC(N(C(=O)Nc2c(F)cccc2F)C(C)C)CC1	-0.69	0.064	-0.28	0.22	i	-1	i	1.6	3.8	3.1	x	x	1.1	948	x	x	-7%	9	0
20	O=C(COc1ccccc1)Nc1nnc(-c2ccccc2)o1	-1	-0.16	-0.48	0.056	i	-3	i	1.8	3.6	6.8	-6.5	1094	0.11	968	x	x	16%	27	14
21	COc1cccc(CNC(=O)CCSCc2ccccc2F)c1	0.16	-0.26	0.092	0.07	i	7	i	2.0	2.0	12	-0.2	1126	0	1235	-30	687	-2%	-4	6
22	Oc1ccccc1C=NC1CCCCC1N=Cc1ccccc1O (stereo not drawn)	1.1	-0.31	0.51	-0.61	i	-3	i	4.2	2.6	2.1	0.0	1065	-0.31	1511	-4	723	12%	4	-6
23	CCOC(=O)C1=C(C)Nc2nc3ccccc3n2C1c1ccncc1 (stereo not drawn)	-0.31	-0.26	-0.1	0.23	i	9	i	3.7	3.9	8.6	-4.1	1255	-0.39	957	-1	729	-2%	-5	5
24	Cc1onc(-c2ccccc2Cl)c1C(=O)Nc1ccccc1C(=O)NC(C)C	-0.65	0.73	0.0076	0.3	i	-3	i	2.7	3.3	6.6	0.1	1054	-0.25	1192	-35	753	20%	26	2
25	O=C(NNC(=S)Nc1ccccc1)Nc1ccccc1	0.99	-0.31	1.3	-1.7	i	7	i	4.2	2.2	16	0.5	1494	0.47	1360	20	669	-54%	13	6
26	COc1ccc(CNC(=O)COC(=O)CCOc2ccccc2)cc1	1.4	-0.21	0.77	-1.4	i	-5	i	2.7	2.1	6.4	-4.9	523	0.16	1523	8	770	18%	-10	-6
27	COc1ccc(C2CC(c3ccc(OC)cc3)n3nc(NC(=O)c4cccs4)nc3N2)cc1 (stereo not drawn)	-0.46	-0.36	-0.063	1.5	i	-6	i	3.8	1.9	0.7	4.1	1365	0.38	1491	x	x	2%	36	47
28	Cc1nn(CC#N)c(=O)n1-c1ccccc1	-0.51	-0.13	-0.11	0.69	i	-1	i	1.8	1.4	8.4	0.7	1145	-0.63	902	-1	756	13%	6	14
29	COc1ccc(NC(=O)C2CCN(S(=O)(=O)c3cccnc3)CC2)cc1Cl	-0.87	-0.29	0.093	0.84	i	24	x	3.8	1.9	5.3	-1.3	566	-0.76	1439	-19	634	1%	5	2
30	CC1C(=O)CCN(C(C)C)C1C (stereo not drawn)	1.6	0.023	0.83	-1.6	i	-4	i	2.5	1.9	4.0	-3.1	859	-0.09	1295	x	x	15%	-1	-3
31	N#Cc1c(NC(=O)C2CC(c3ccccc3O)=NO2)sc2c1CCC2 (stereo not drawn)	-0.25	-0.24	0.27	0.071	i	10	i	1.7	2.8	7.4	-3.1	1174	0.57	1534	-15	619	9%	16	15
32	CC(C(=O)O)n1cc(Cl)cn1 (stereo not drawn)	-0.43	-0.29	-0.28	0.9	i	3	i	6.3	2.2	2.2	0.2	1063	-0.7	1168	-2	694	3%	11	-10
33	CCc1nc(SCC(=O)Nc2c(C)nn(C)c2C)c2cnn(-c3ccccc3)c2n1	0.51	-0.13	0.66	-1.1	i	-2	x	2.8	2.3	4.3	-0.8	1360	-2	546	x	x	2%	-14	-6
34	CC1CCCC(C)N1C(=O)c1cc(-c2cccs2)on1 (stereo not drawn)	0.27	-0.22	0.32	0.76	i	8	i	1.6	1.7	4.8	-0.3	1157	x	x	12	722	23%	-11	-5
35	CCCN1CCC(=O)N(CCSc2ccc(C)cc2)CC1	-0.071	-0.71	-0.021	-0.091	x	x	i	x	x	x	1.0	1332	-0.45	987	3	684	-18%	x	x
36	CCn1cc(S(=O)(=O)CC(=O)Nc2ccc3c(c2)OCO3)c2ccccc21	-0.89	-0.82	-0.21	0.18	x	x	i	x	x	x	-2.7	1165	1.5	506	-10	729	18%	x	x
37	C=CCn1c(SCC(C)=O)nnc1-c1ccc2ncccc2c1	-0.077	-0.18	0.35	-0.19	x	x	i	x	x	x	1.6	1326	0.15	1050	28	711	13%	x	x
38	Nn1c(C2COc3ccccc3O2)n[nH]c1=S (stereo not drawn)	0.44	-0.28	-0.073	-0.033	x	x	i	x	x	x	-0.3	1270	0.17	1273	11	719	-6%	x	x

# Exported with two lines to a compound: part of the list above.
# Each structure is followed by: Dynein transport	Dynein transport cytoplasmic EGFP	Dynein transport nuclear GR-EGFP	Dynein transport cell count	Autophagy mod	Autophagy mod cell loss 18 h	Yfh1-off respiration	MT stabilize HCS	MT stabilize HCS Hoechst-high %	MT stabilize HCS cytotoxicity %	b-catenin transl	b-catenin transl cell count 5 µM	Ins promoter up	Ins promoter up cell count	Hep lipid drop	Hep lipid drop cells 6.5 µM	HEK293 NOD2/NF-kB	WT yeast gro inh	WT yeast gro inh mutant strain
12	CCCCCCn1nc(C(=O)Nc2nc3c(s2)CCCC3)c2ccccc2c1=O
 : 0.52	-0.14	0.23	-0.51	i	-3	i	4.6	1.1	6.0	5.9	910	-0.31	1367	-9	621	18%	36	27
2	O=C1c2ccsc2SCCN1Cc1cccc(Cl)c1
 : 2.1	0.15	0.99	-0.89	i	8	i	2.4	1.5	15	x	x	0.37	901	x	x	-12%	28	32
